Source: PubChem (National Center for Advancing Translational Sciences (NCATS))
IDH1 R132H inh: human IDH1 R132H inhibition; O75874; IDH1-R132H enzyme, NADPH consumption, diaphorase/resazurin fluorescence; Potency, µM (series often up to 76.6 µM), for inactives: top-dose activity change, negative = inhibition, usual class: inhibitors; 390,000 compounds, 0.093% hits; note: potency is the fitted concentration of half-maximal effect; % is set by controls: 0 for no effect and ±100 for the full control effect; nearly all actives have a fitted effect of over 65% in size
Target sequence (O75874 whole entry R132H, stated change not applied): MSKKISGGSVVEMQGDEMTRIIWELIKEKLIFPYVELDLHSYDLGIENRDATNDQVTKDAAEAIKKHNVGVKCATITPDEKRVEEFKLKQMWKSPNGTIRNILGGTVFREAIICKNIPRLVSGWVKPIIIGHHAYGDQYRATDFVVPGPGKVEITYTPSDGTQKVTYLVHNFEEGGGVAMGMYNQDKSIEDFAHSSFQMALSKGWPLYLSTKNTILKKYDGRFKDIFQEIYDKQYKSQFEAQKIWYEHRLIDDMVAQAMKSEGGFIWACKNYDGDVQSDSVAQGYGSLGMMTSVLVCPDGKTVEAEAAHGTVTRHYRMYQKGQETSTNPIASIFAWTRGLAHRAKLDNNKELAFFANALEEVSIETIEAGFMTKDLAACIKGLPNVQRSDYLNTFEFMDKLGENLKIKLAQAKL
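IDH1-R132H (0.5 ug/mL) preincubated 30 min with compound, then NADPH (0.016 mM) and alpha-KG (2 mM) added; 80 min at RT, pH 7.5. Remaining NADPH coupled via diaphorase/resazurin to fluorescence (540/590 nm); concentration-response curves normalized to no-enzyme control.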
TrxR1 substrate: rat thioredoxin reductase 1 substrate activity. O89049. Potency, µM (series often up to 114 µM), without a hit: top-dose activity change, negative = substrate turnover. AID 588456. 390,000 compounds, 0.01% hits. purified TrxR1 substrate turnover, NADPH consumption readout; note: potency is the fitted concentration of half-maximal effect; % is set by controls: 0 for no effect and ±100 for the full control effect; nearly all actives have a fitted effect of over 50% in size
Target sequence (O89049 whole entry, looked up): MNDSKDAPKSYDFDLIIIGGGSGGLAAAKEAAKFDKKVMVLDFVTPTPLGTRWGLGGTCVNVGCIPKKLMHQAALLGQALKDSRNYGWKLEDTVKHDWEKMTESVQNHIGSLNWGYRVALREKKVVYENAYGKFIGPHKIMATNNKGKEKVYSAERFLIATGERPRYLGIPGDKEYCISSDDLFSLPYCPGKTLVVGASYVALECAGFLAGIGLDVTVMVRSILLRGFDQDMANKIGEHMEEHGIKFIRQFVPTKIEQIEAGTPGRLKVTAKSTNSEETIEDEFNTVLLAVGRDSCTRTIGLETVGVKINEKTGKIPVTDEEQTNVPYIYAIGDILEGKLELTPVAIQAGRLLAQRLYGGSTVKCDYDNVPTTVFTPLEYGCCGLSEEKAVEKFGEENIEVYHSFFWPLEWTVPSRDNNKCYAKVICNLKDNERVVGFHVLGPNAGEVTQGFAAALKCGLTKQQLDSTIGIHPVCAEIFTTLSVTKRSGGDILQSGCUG
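Rat TrxR1, dispensed at 90 nM, was prereduced with 400 uM NADPH (final) for 5 min at ~22 deg C, then incubated with compound 15 min before 400 uM selenite. A first-read NADPH fluorescence drop versus no-compound background flagged substrates.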
USP1-UAF1 inh: blocks the human USP1/UAF1 deubiquitinase complex. recombinant USP1/UAF1, Ub-Rhodamine cleavage fluorescence. O94782. 390,000 compounds, 0.23% hits. Potency, µM (top dose mostly 57.1 µM), for inactives: at the highest dose activity change, negative = inhibition, usual class: inhibitors; note: potency is the fitted concentration of half-maximal effect; % is set by controls: 0 for no effect and ±100 for the full control effect; nearly all actives have a fitted effect of over 60% in size; inactives centre near -12
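High-throughput fluorogenic screen: 1nM USP1/UAF1 complex, Ub-Rho substrate 150nM final, 50mM HEPES pH 7.8 with 0.5mM EDTA, 0.1 mg/ml BSA, 1mM TCEP and 0.01% Tween-20.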
Vif-A3F inh: inhibitors of Vif-A3F interaction; 390,000 compounds, 0.2% hits; Potency, µM (series often up to 46.1 µM), for the others: top-dose activity, negative = active; HeLa A3F-eYFP + Vif (tagged APOBEC3F with the HIV-1 protein that degrades it), YFP fluorescence increase; note: potency is the fitted concentration of half-maximal effect; % of control where 0% means no effect; nearly all actives have a fitted effect of over 65% in size
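HeLa cells stably expressing Vif plus C-terminally eYFP-tagged A3F were seeded, incubated overnight at 37 deg C, dosed with compound, incubated overnight again at 37 deg C. Yellow fluorescence (Ex 488/Em 500-530) reported blocked Vif-mediated A3F-eYFP degradation.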
RGS4 inhibitor: human RGS4 inhibition | P49798 | Transcreener GDP fluorescence polarization, RGS4-accelerated GTP hydrolysis | Potency, µM (series often up to 114 µM), for inactives: at the top dose activity change, negative = inhibition, hits mostly inhibitors | 390,000 compounds, 0.039% hits; note: potency is the fitted concentration of half-maximal effect; % is set by controls: 0 for no effect and ±100 for the full control effect; nearly all actives have a fitted effect of over 75% in size; some results filed as inactive show a strong effect at the top dose
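MLSMR compounds (23 nl, pin-transferred) preincubated 10 min at room temperature with a 500nM (2x) first reagent, then RGS4 at 900nM (2x) plus Transcreener GDP mix added; fluorescence polarization (620/688 nm) read before and after 90 min at 30 °C.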
TrxR1 inh: blocks rat thioredoxin reductase 1; recombinant rTrxR1, NADPH fluorescence consumption, selenite substrate; 390,000 compounds, 1% hits; Potency, µM (top dose mostly 114 µM), without a hit: at the highest dose activity change, negative = inhibition, hits mostly inhibitors; note: potency is the fitted concentration of half-maximal effect; % is set by controls: 0 for no effect and ±100 for the full control effect; nearly all actives have a fitted effect of over 65% in size
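Rat TrxR1 (90 nM in the dispensed reagent) was pre-reduced with 400 uM NADPH for 5 min at room temperature, then incubated with compound for 15 min. After 400 uM selenite was added, NADPH fluorescence (Ex 340/Em 450 nm) was followed for 8 min.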
GRP78 ERSR act: ER stress response induction in glioma | U87-MG GRP78 promoter luciferase reporter, 16 h | Potency, µM, inactives show at the top dose activation, usual class: activators | 420,000 compounds, 0.02% hits; note: potency is the fitted concentration of half-maximal effect; series mostly up to about 76 µM; % of control where 0% means no effect; nearly all actives have a fitted effect of over 35% in size
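ERSR induction read as luciferase luminescence (Bright-Glo, 10 min at room temperature) in stably transfected human U87-MG glioma cells exposed to compounds for 16 h, using GRP78 as sensor.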
LDHA inh: LDHA (human) enzyme inhibition. P00338. purified LDHA, NADH/diaphorase-resazurin fluorescence; hits give low values. activity change, % (values are at about 110 or 230 µM). 480,000 compounds, 0.15% hits; in the data active = activity change below about -30%; inconclusive = mostly about -25% to -30%;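 note: plate controls were DMSO wells for no effect and wells without enzyme for full effect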
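Resorufin fluorescence (ex540/em590), read at 0 and 20 min after diaphorase/resazurin addition, reports the NADH left after a 5 min room-temperature reaction of 2 nM human LDH5 with 0.06 mM NADH and 0.2 mM pyruvate.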
Vif-APOBEC3G blk: blocks the Vif interaction with human APOBEC3G | Q9HC16 | HeLa A3G-eYFP + Vif (tagged APOBEC3G with the HIV-1 protein that degrades it), YFP fluorescence, overnight | Potency, µM (highest dose often 46.1 µM), for the others: top-dose activity, negative = active, hits mostly inhibitors | 410,000 compounds, 0.076% hits | AID 602310;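 note: potency is the fitted concentration of half-maximal effect; % is set by controls: 0 for no effect and ±100 for the full control effect; nearly all actives have a fitted effect of over 60% in size; hits raise eYFP signal because A3G escapes Vif-driven loss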
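HeLa cells stably expressing Vif and C-terminally eYFP-tagged A3G, seeded overnight at 37 deg C, then exposed to compound by pintool overnight at 37 deg C. Rise in yellow fluorescence (Ex 488/Em 500-530, Acumen) marks blocked Vif-driven A3G degradation.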
The depositor's hits bear a star; ? = inconclusive; & = joins results of further samples; [ ] = remark or other dose. Unless noted, calls come from the whole dose curve; as a rule, active = well fitted curve in the direction sought with a large enough effect; inconclusive = small, poorly fitted or top-dose-only effect, or another doubt; inactive = no such curve, though single readings can be large; an effect the other way counts as inactive or inconclusive.

SMILES	IDH1 R132H inh	TrxR1 substrate	USP1-UAF1 inh	Vif-A3F inh	RGS4 inhibitor	TrxR1 inh	GRP78 ERSR act	LDHA inh	Vif-APOBEC3G blk
O=C(O)c1cc(N/N=C/C=C/c2ccccc2[N+](=O)[O-])ccc1Cl	-3.0%	-19.1%	-8.0%	5.7%	-1.9%	-10.3%	-2.9%	3.1	-6.6%
COc1cc(/C=C/C(=O)N2CCCN(C(=O)/C=C/c3cc(OC)c(OC)c(OC)c3)CC2)cc(OC)c1OC	3.9%	-1.4%	-24.2%	0.7%	-39.0%	12.9%	-0.5%	-2.2	5.0%
Cc1cc(C)nc(-n2ncc3c2CC(c2ccccc2C)CC3=O)n1 (stereo unspecified)	3.9%	-14.7%	-1.6%	-3.2%	0.4%	5.2%	-1.2%	-10.2	-0.3%
Cc1cc(C)cc(OCCn2c(CCNC(=O)C3CCCCC3)nc3ccccc32)c1	-2.2%	1.9%	-20.9%	-17.5%	-5.9%&21.2%	11.7%&2.1%	-2.7%&-1.9%	2.3&-19.5	0.3%&2.8%
CCCN(CC(=O)Nc1ccccc1OC)C(=O)c1cc(S(=O)(=O)NCc2ccccc2)ccc1C	6.5%	-1.5%	-12.7%	-34.1%	-24.7%	2.1%	-2.1%	-0.3	-1.4%
Cc1ccc(NC(=O)CS(=O)(=O)c2nc(-c3ccc(C)cc3)cn2-c2ccc(C)cc2)cc1	8.5%	-6.7%	-18.1%	-12.2%	-12.1%	18.9%	0.2%	0.4	0.3%
CC1CN(C/C(=N\O)C23CC4CC(CC(C4)C2)C3)CC(C)O1 (stereo unspecified)	-1.2%	9.1%[57.1 µM]	-9.2%	12.6%	2.2%	5.3%[57.1 µM]	0.2%	-5.8	-1.0%
COc1ccccc1NC1=C(Cl)C(=O)OC1OC(=O)c1ccco1 (stereo unspecified)	0.0%	2.7%[57.1 µM]	-19.7%	3.5%	-11.2%	-3.9%[57.1 µM]	5.3%	-6.4	-24.7%
Cc1ccc(C)c(NS(=O)(=O)c2cc(C(=O)NCCSC3CCCCC3)ccc2C)c1	-0.4%	2.7%[57.1 µM]	-17.8%	-1.0%	-23.4%	2.3%[57.1 µM]	-2.9%	-2.9	4.1%
CCOc1ccccc1C(=O)NCC(=O)NNC(=O)c1cccc(S(=O)(=O)Nc2ccc(OC)cc2)c1	1.4%	6.3%	-6.5%	?	5.7%	14.1%	-4.0%	-9.9	-17.4%
COc1ccc(CNC(=O)C(=O)NCC2OCCN2S(=O)(=O)c2ccc(F)cc2)cc1 (stereo unspecified)	4.3%	-10.3%	-5.4%	-7.1%	-16.1%	-12.2%	-4.5%	-6.5	2.0%
O=c1cc(N2CCOCC2)[nH]c(=O)n1C1CCCCC1	0.0%	-19.0%[57.1 µM]	-17.0%	-1.0%	-40.7%	0.9%[57.1 µM]	-4.3%	7.1	0.0%
Cc1ccccc1Cn1c2ccccc2c2cnn(CC(=O)NCc3cccc(Cl)c3)c(=O)c21	-6.5%	8.1%	-3.8%	-8.6%	-12.7%	23.9%	-4.6%	-5.3	1.3%
O=C1C=C(c2cccc(Cl)c2O)C[C@@H](c2ccc3c(c2)OCO3)C1	-1.6%	-0.8%	-9.2%	-3.2%	-7.2%	-2.3%	-3.6%	4.4	-8.9%
COc1cc(O)c(C(CCN2CCN(c3ccccc3)CC2)c2cc(OC)c(OC)c(OC)c2)c(OC)c1 (stereo unspecified)	4.3%	-15.7%&11.0%	-18.2%	-6.0%	3.1%&-30.2%	-16.2%&14.4%	-3.9%&-2.5%	0.6	2.2%&1.1%
N#CCCN1CCN(CCC#N)C1=S	6.5%	7.6%[57.1 µM]	-2.7%	0.8%	32.5%	-0.8%[11.4 µM]	-3.8%	-5.9	0.3%
O=C(CCN1C(=O)c2ccccc2C1=O)Nc1cccc(F)c1	0.2%	9.3%[57.1 µM]	4.5%	0.2%	-11.6%	10.0%	-1.7%	-10.4	-3.5%
Cc1cccc2sc(NC(=O)C3CC3)nc12	3.9%	1.9%[57.1 µM]	-21.5%	6.2%	-9.4%	15.4%[57.1 µM]	5.1%	-2.2	-7.0%
CCOC(=O)c1ccsc1NC(=O)c1ccco1	0.0%	9.8%	-21.8%	1.0%	-13.6%	22.2%	-4.2%	-1.9	-7.7%
COc1ccc(C(=O)NCC(=O)NCC(=O)OCC(=O)C(C)(C)C)cc1	2.4%	-2.3%	-17.1%	2.6%	18.8%	1.4%	-6.3%	-7.4	-0.4%
O=C1C2(CCCC13COC(c1ccc(O)cc1)OC3)COC(c1ccc(O)cc1)OC2 (stereo unspecified)	0.8%	-10.8%	-14.6%	-4.6%	-36.3%[56.9 µM]	1.5%	11.2%	-1.6	-0.7%
COc1ccc(C(=O)N/N=C/c2ccc(OC)c(CSc3ccccn3)c2)cc1	0.2%	-3.6%	-13.5%	3.6%	6.8%	10.5%	0.4%	-1.8	1.7%
Cc1ccc(S(=O)(=O)CCC(=O)OC(C)C(=O)N2CCc3ccccc32)cc1 (stereo unspecified)	5.5%	-5.2%	-4.4%	1.5%	0.3%	1.4%	-1.7%	-4.4	-0.3%
COCCCNC(=O)CSc1nc2cc3c(cc2c(=O)n1CCCC(=O)NCc1ccc(OC)cc1)OCO3	-1.0%&-0.6%	6.6%&2.0%[57.1 µM]	-18.6%&7.1%	-9.4%&-14.8%	-16.4%&-11.7%	29.1%&5.9%[57.1 µM]	3.9%&-2.0%	1.0&2.9	-6.7%&-3.3%
CC12CCC(=O)N1C(C(=O)Nc1ccc(Cl)c(S(=O)(=O)N3CCCCC3)c1)CS2 (stereo unspecified)	-1.0%	3.8%	-19.9%	-0.1%	-21.4%	7.2%	-2.4%	-1.4	2.0%
The results go on.
SMILES	IDH1 R132H inh	TrxR1 substrate	USP1-UAF1 inh	Vif-A3F inh	RGS4 inhibitor	TrxR1 inh	GRP78 ERSR act	LDHA inh	Vif-APOBEC3G blk
NS(=O)(=O)c1ccc(NC(=S)NC(=O)c2ccc3c(c2)OCO3)cc1	1.8%	11.1%	-24.8%	-3.8%	-28.7%	-10.5%[57.1 µM]	-4.3%	-3.0	0.7%
Cc1ccc(-c2nnn(CC(=O)N(Cc3ccco3)C(C(=O)NC(C)(C)C)c3ccc(C)o3)n2)o1 (stereo unspecified)	3.3%	-0.2%	-21.3%	7.3%	-15.4%	8.6%	-0.6%	1.3	2.5%
CC(=O)C1=C(O)C(=O)N(c2nccs2)C1c1ccc(Br)cc1 (stereo unspecified)	-1.1%	8.0%[57.1 µM]	-19.5%	-14.9%	-20.0%	6.3%[57.1 µM]	-2.1%	-2.3	-0.5%
Cc1nnc(NC(=O)c2ccncc2)s1	6.8%	7.0%[57.1 µM]	-14.7%	-13.8%	-12.0%	17.5%[57.1 µM]	-3.7%	-0.9	1.0%
Cc1ccc(C)c(N2CCN(C(=O)Cc3c(C(=O)O)c(C)cn3C)CC2)c1	0.9%	6.5%[57.1 µM]	-13.8%	1.3%	16.5%	19.2%[57.1 µM]	-3.1%	1.3	-0.5%
CC(/C=N/NC(=O)CSc1nc2ccccc2n1C)=C\c1ccco1	2.6%	-12.7%	-27.8%	-2.3%	?	79.4µM*	5.5%	2.4	?
CC(=O)c1ccc(N2CCN(S(=O)(=O)c3cc(-c4cc(C)no4)ccc3C(C)C)CC2)cc1	-0.9%	3.3%[57.1 µM]	-2.8%	-0.6%	5.3%[56.9 µM]	16.3%[57.1 µM]	7.3%	-4.9	-7.9%
COC(=O)C1=C(C(=O)OC)SC2(S1)C(C(=O)OC)=C(C(=O)OC)SC1=C2c2cc(C)cc(C)c2NC1(C)C	-1.1%	-7.9%	-2.3%	-9.9%	-13.4%	-2.6%	-5.9%	0.3	1.9%
COc1ccc(/C=N/NC(=O)c2nc(-c3ccccc3)cc(-c3ccccc3)n2)cc1	-1.4%	33.2%	-7.7%	-12.1%	-29.9%	5.3%	0.6%	-7.8	0.7%
O=C(COC(=O)C1CC2C=CC1C2)NCc1ccc(F)cc1 (stereo unspecified)	1.3%	-2.4%	0.1%	-3.4%	7.7%	-16.5%	-1.9%	-3.3	-0.6%
COc1ccc(S(=O)(=O)N2CCN(C(=O)c3cnc(C)cn3)CC2)cc1	1.0%	-1.7%	-9.5%	-5.0%	2.6%	4.2%	-1.6%	-5.6	5.5%

Single records, as listed above. Order of screens: IDH1 R132H inh, TrxR1 substrate, USP1-UAF1 inh, Vif-A3F inh, RGS4 inhibitor, TrxR1 inh, GRP78 ERSR act, LDHA inh, Vif-APOBEC3G blk
Record of Cc1nnc(NC(=O)c2ccncc2)s1 = 6.8%, 7.0%[57.1 µM], -14.7%, -13.8%, -12.0%, 17.5%[57.1 µM], -3.7%, -0.9, 1.0%
Record of CC(=O)c1ccc(N2CCN(S(=O)(=O)c3cc(-c4cc(C)no4)ccc3C(C)C)CC2)cc1 = -0.9%, 3.3%[57.1 µM], -2.8%, -0.6%, 5.3%[56.9 µM], 16.3%[57.1 µM], 7.3%, -4.9, -7.9%
Record of COc1ccc(/C=N/NC(=O)c2nc(-c3ccccc3)cc(-c3ccccc3)n2)cc1 = -1.4%, 33.2%, -7.7%, -12.1%, -29.9%, 5.3%, 0.6%, -7.8, 0.7%

This is a subset; rates above refer to the full screens.
